Vif-A3F inh – qHTS for Inhibitors of Vif-A3F Interactions: qHTS. Potency, µM (series often up to 46.1 µM), without a hit: at the highest dose activity, negative = active. 390,000 tested, 0.2% active. HeLa A3F-eYFP + Vif (tagged APOBEC3F with the HIV-1 protein that degrades it), YFP fluorescence increase; also: potency is read from the fitted curve at half-maximal effect; % of control where 0% means no effect; nearly all actives have a fitted effect of over 65% in size
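HeLa cells stably expressing A3F-eYFP plus Vif, plated and incubated overnight at 37 deg C, then exposed to compounds overnight at 37 deg C. Blocked degradation read as raised yellow fluorescence (Ex 488/Em 500-530).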
RXFP1 ag – qHTS Assay for Agonists of the Relaxin Receptor RXFP1. Relaxin receptor 1 (Homo sapiens), Q9HBX9. HEK293T-RXFP1 cAMP TR-FRET, 30 min; response scale: percent of porcine relaxin response, buffer zero. Potency, µM (top dose mostly 57.5 µM), for inactives: at the highest dose activation, most hits filed as activators. 370,000 tested, 0.3% active. AID 2676, 2010; also: potency is read from the fitted curve at half-maximal effect; % is scaled to controls: 0 for no effect and ±100 for the full control effect; nearly all actives have a fitted effect of over 60% in size; many of its hits are not listed in these tables
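Agonist response is measured as cAMP accumulation in an RXFP1-transfected HEK293T line under PDE4 inhibition. Values are scaled between buffer-only and 29 nM porcine relaxin, and EC50s come from standard Hill equation fits.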
LDHA inh – qHTS assay for inhibitors of human lactate dehydrogenase | L-lactate dehydrogenase A chain (Homo sapiens), P00338 | purified LDHA, NADH/diaphorase-resazurin fluorescence; hits give low values | activity change, % (values are at about 110 or 230 µM) | 480,000 tested, 0.15% active | AID 1347041, 2019; in the data active = activity change below about -30%; inconclusive = mostly about -25% to -30%;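 also: plate controls were DMSO wells for no effect and wells without enzyme for full effect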
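Resorufin fluorescence (ex540/em590), read at 0 and 20 min after diaphorase/resazurin addition, reports the NADH left after a 5 min room-temperature reaction of 2 nM human LDH5 with 0.06 mM NADH and 0.2 mM pyruvate.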
PI4K2A inh – qHTS for small molecular inhibitors of PI4K2A | Phosphatidylinositol 4-kinase type 2-alpha (Homo sapiens), Q9BTU6 | 420,000 tested, 0.13% active | purified PI4K2A, ADP-Glo luminescence, 1 h; hits give low values | activity change, negative = inhibition, % at 76.9 µM; in the data active = activity change below about -50%; inconclusive = mostly about -30% to -49%;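 also: -100% = wells without enzyme as full effect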
Target sequence (Q9BTU6 whole entry, looked up): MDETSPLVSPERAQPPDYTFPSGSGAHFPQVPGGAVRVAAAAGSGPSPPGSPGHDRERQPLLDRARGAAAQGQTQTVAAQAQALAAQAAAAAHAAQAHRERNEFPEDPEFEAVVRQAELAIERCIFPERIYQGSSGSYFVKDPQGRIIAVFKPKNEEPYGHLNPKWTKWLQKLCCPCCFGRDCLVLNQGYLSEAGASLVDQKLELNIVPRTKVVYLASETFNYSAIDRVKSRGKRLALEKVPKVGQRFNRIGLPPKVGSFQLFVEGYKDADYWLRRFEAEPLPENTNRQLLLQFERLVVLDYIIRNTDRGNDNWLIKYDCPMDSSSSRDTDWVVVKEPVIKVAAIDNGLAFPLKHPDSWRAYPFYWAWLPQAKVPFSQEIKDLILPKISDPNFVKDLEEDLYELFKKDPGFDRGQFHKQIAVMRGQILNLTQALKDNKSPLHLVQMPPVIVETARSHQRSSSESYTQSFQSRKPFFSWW
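PI4K2A activity was measured by ADP-Glo luminescence: enzyme (4 ug/mL stock) and phosphatidylinositol (1.2 mM stock) in Tris pH 7.5/MgCl2/EGTA/Triton X-100 buffer were reacted with ATP (300 microM stock) for one hour at ambient temperature.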
IDH1 R132H inh – qHTS for Inhibitors of mutant isocitrate dehydrogenase 1 (IDH1): qHTS; Isocitrate dehydrogenase [NADP] cytoplasmic (Homo sapiens), O75874; IDH1-R132H enzyme, NADPH consumption, diaphorase/resazurin fluorescence; Potency, µM (titrated, usually from 76.6 µM), inactives show at the top dose activity change, negative = inhibition, most hits filed as inhibitors; 390,000 tested, 0.093% active; also: potency is read from the fitted curve at half-maximal effect; % is scaled to controls: 0 for no effect and ±100 for the full control effect; nearly all actives have a fitted effect of over 65% in size
Target sequence (O75874 whole entry R132H, stated change not applied): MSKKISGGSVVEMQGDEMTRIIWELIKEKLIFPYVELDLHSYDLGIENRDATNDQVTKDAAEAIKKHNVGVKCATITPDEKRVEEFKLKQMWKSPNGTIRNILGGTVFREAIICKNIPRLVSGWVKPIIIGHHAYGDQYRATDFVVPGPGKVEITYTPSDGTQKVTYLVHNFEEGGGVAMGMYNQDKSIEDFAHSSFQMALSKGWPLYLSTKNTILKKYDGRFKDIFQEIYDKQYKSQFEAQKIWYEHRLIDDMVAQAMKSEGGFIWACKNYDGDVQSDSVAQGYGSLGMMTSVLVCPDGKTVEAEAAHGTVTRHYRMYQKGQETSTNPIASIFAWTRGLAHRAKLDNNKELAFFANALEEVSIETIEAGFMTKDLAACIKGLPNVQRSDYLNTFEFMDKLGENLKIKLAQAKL
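IDH1-R132H (0.5 ug/mL) preincubated 30 min with compound, then NADPH (0.016 mM) and alpha-KG (2 mM) added; 80 min at RT, pH 7.5. Remaining NADPH coupled via diaphorase/resazurin to fluorescence (540/590 nm); concentration-response curves normalized to no-enzyme control.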
TrxR1 substrate – qHTS Assay for Substrates of Mammalian Selenoprotein Thioredoxin Reductase 1 (TrxR1): qHTS; 390,000 tested, 0.01% active; purified TrxR1 substrate turnover, NADPH consumption readout; AID 588456, 2011; Potency, µM (top dose mostly 114 µM), for the others: top-dose activity change, negative = substrate turnover; also: potency is read from the fitted curve at half-maximal effect; % is scaled to controls: 0 for no effect and ±100 for the full control effect; nearly all actives have a fitted effect of over 50% in size
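Rat TrxR1, dispensed at 90 nM, was prereduced with 400 uM NADPH (final) for 5 min at ~22 deg C, then incubated with compound 15 min before 400 uM selenite. A first-read NADPH fluorescence drop versus no-compound background flagged substrates.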
GRP78 ERSR act – qHTS for Inducers of the Endoplasmic Reticulum Stress Response (ERSR) in Human Glioma: qHTS | U87-MG GRP78 promoter luciferase reporter, 16 h | Potency, µM, for the others: top-dose activation, actives largely listed as activators | 420,000 tested, 0.02% active | AID 602332, 2012; also: potency is read from the fitted curve at half-maximal effect; series mostly up to about 76 µM; % of control where 0% means no effect; nearly all actives have a fitted effect of over 35% in size
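ERSR induction read as luciferase luminescence (Bright-Glo, 10 min at room temperature) in stably transfected human U87-MG glioma cells exposed to compounds for 16 h, using GRP78 as sensor.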
Vif-A3G inh – qHTS for Inhibitors of Vif-A3G Interactions: qHTS; DNA dC->dU-editing enzyme APOBEC-3G (Homo sapiens), Q9HC16; AID 602310, 2012; HeLa A3G-eYFP + Vif (tagged APOBEC3G with the HIV-1 protein that degrades it), YFP fluorescence, overnight; 410,000 tested, 0.076% active; Potency, µM (doses to about 46.1 µM), for the others: top-dose activity, negative = active, most hits filed as inhibitors;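 also: potency is read from the fitted curve at half-maximal effect; % is scaled to controls: 0 for no effect and ±100 for the full control effect; nearly all actives have a fitted effect of over 60% in size; hits raise eYFP signal because A3G escapes Vif-driven loss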
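HeLa cells stably expressing Vif and C-terminally eYFP-tagged A3G, seeded overnight at 37 deg C, then exposed to compound by pintool overnight at 37 deg C. Rise in yellow fluorescence (Ex 488/Em 500-530, Acumen) marks blocked Vif-driven A3G degradation.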
USP1-UAF1 inh – Inhibitors of USP1/UAF1: Primary Screen. recombinant USP1/UAF1, Ub-Rhodamine cleavage fluorescence. 390,000 tested, 0.23% active. AID 743255, 2014. Ubiquitin carboxyl-terminal hydrolase 1 (Homo sapiens), O94782. Potency, µM (series often up to 57.1 µM), for the others: at the highest dose activity change, negative = inhibition, actives largely listed as inhibitors; also: potency is read from the fitted curve at half-maximal effect; % is scaled to controls: 0 for no effect and ±100 for the full control effect; nearly all actives have a fitted effect of over 60% in size; inactives centre near -12
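Step one: compound is pinned into 1nM USP1/UAF1 in HEPES pH 7.8 buffer with TCEP. Step two: 15 min room-temperature incubation. Step three: Ub-Rho (150nM final) starts cleavage, tracked by fluorescence over six one-minute reads.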
An asterisk follows results filed as active; ? = inconclusive; · = no result given; [ ] = remark or other dose. Unless noted, calls follow the shape of the dose curve; as a rule, active = well fitted curve in the direction sought with a large enough effect; inconclusive = small, poorly fitted or top-dose-only effect, or another doubt; inactive = no such curve, though single readings can be large; an effect the other way counts as inactive or inconclusive.

SMILES	Vif-A3F inh	RXFP1 ag	LDHA inh	PI4K2A inh	IDH1 R132H inh	TrxR1 substrate	GRP78 ERSR act	Vif-A3G inh	USP1-UAF1 inh
Cc1cc(C)c2cc(C#N)c(N3CCCN(C(=S)NCCCN(C)C)CC3)nc2c1	7%	0.0%	-4	6	-1%	16%	-1%	-2%	-23%
CCC1C(=O)NCCN1C(=O)c1ccc2nc(Cc3cccc(Cl)c3)oc2c1 (configuration not stated)	-1%	3.8%	-7	1	8%	-6%	-2%	1%	-10%
CCCCN(C(=O)COc1ccc(C)cc1OC)c1c(N)n(CCC)c(=O)[nH]c1=O	6%	-1.0%	0	8	9%	0%[57.1 µM]	-6%	0%	-14%
CC(=O)N1CCN(C2=NC(=O)/C(=C\c3cccs3)S2)CC1	-17%	-0.7%	-10	-4	18%	-9%	9%	3%	-32%
CN(C)C(=O)c1ccc(Nc2nc(-c3cccs3)nc3ccccc23)cc1	0%	11%	-3	-1	4%	-4%	-2%	2%	-16%
O=C1c2ccccc2C(=O)N1CCCCNc1ccccc1	0%	·	-3	-2	3%	-8%	2%	0%	?
CC1(C)CC(NC(=O)c2cc(S(=O)(=O)N3CCCCC3)ccc2Cl)CC(C)(C)N1	-11%	-0.3%	-5	-4	4%	-4%[57.1 µM]	-5%	2%	-21%
Cc1cccc(NC(=O)CSCC(=O)N2CCN(Cc3ccc4c(c3)OCO4)CC2)c1	9%	1.4%	3	-1	5%	0%	0%	0%	-16%
CCOC(=O)C(C(C)=O)c1c(Br)c(O)c(O)c2c(C(=O)c3ccc(C)cc3)coc12 (configuration not stated)	-19%	1.3%	24	4	4%	4%	?	-18%	?
COc1ccc(C(C#N)CCC2OCCO2)cc1OC (configuration not stated)	7%	0.1%	0	1	18%	-27%	-1%	0%	?
N#Cc1ccc(C(c2nnnn2C2CCCC2)N2CCC(Cc3ccccc3)CC2)cc1 (configuration not stated)	-15%	3.8%	-4	3	4%	-3%	-3%	1%	-15%
COc1ccccc1N(CN1C(=O)c2ccccc2C1=O)C(=O)c1cccnc1	-9%	0.7%	-5	-5	7%	7%	-3%	1%	-7%
N#Cc1cc2c(=O)n3ccccc3nc2n(CCCN2CCOCC2)c1=O	1%	18%	0	-3	8%	·	-3%	0%	-21%
COc1ccc(Cc2nc3ccc(C(=O)NCCn4ccnc4C)cc3o2)cc1OC	2%	-0.8%	-1	4	5%	-12%	0%	0%	-10%
CC1(NC(=O)CSc2nnc(-c3ccco3)n2Cc2ccccc2)CCS(=O)(=O)C1 (configuration not stated)	-5%	-0.6%	-4	-4	7%	0%	-4%	0%	1%
O=C(OCc1cc(=O)n2nc(-c3cccs3)sc2n1)c1ccc(F)cc1	1%	25%	-3	-21	-2%	-1%[57.1 µM]	1%	-6%	?
CN(CC(=O)NCCc1ccc(F)cc1)Cc1cccc(Cl)c1	-9%	1.8%	-2	1	-6%	-2%[57.1 µM]	2%	0%	-4%
Cc1ccc(S(=O)(=O)NC(C)(C)CSc2nncn2C)cc1	-4%	-0.8%	-2	11	1%	5%[57.1 µM]	-1%	-1%	-9%
Cc1ccc(C2c3c(oc4ccccc4c3=O)C(=O)N2CCCN2CCOCC2)o1 (configuration not stated)	4%	-1.5%	4	-4	1%	5%	-2%	0%	-13%
COc1ccc(C(=O)OCC(=O)NCc2ccco2)cc1S(=O)(=O)N1CCN(c2cccc(Cl)c2)CC1	3%	0.6%	6	7	4%	2%	-3%	2%	-19%
O=C(CCc1c[nH]c2ccccc12)N=Nc1c(O)[nH]c2ccccc12	-2%	-1.9%	0	-4	9%	-1%	-2%	-9%	-13%
CCC1CCC(N2CCN(c3cccc(OC)c3)CC2)CC1 (configuration not stated)	2%	0.0%	-10	0	0%	-6%	-2%	0%	-12%
O=C1CC(NCc2ccncc2)C(=O)N1c1ccccc1 (configuration not stated)	·	3.5%	-3	6	-1%	0%	1%	5%	-8%
COc1cc(C(=O)NC2CC(=O)N(c3cccc(F)c3)C2)cc(OC)c1OC (configuration not stated)	-3%	-0.3%	-2	1	0%	-2%[57.1 µM]	-2%	-3%	-2%
CC(C)CCNC(=O)c1cccc(S(=O)(=O)N2CCc3ccccc32)c1	-7%	-0.6%	-3	-1	0%	-1%[57.1 µM]	-2%	1%	-13%
Following part:
SMILES	Vif-A3F inh	RXFP1 ag	LDHA inh	PI4K2A inh	IDH1 R132H inh	TrxR1 substrate	GRP78 ERSR act	Vif-A3G inh	USP1-UAF1 inh
O=C(CSC1=NCCS1)N1CCc2ccccc21	5%	1.3%	-10	-6	3%	4%[57.1 µM]	-4%	0%	-11%
CC(C)CCNC(=O)C1CCN(c2nnc(-n3cccc3)s2)CC1	-2%	0.8%	-10	1	-4%	-5%	1%	3%	-10%
CC(=O)/C=C\c1ccccc1OC(=O)c1cc2ccccc2oc1=O	3%	-0.2%	-12	1	-1%	-11%	4%	1%	-12%
CC[C@]1(c2ccccc2OC)ON(c2ccccc2C(F)(F)F)C1=O	-4%	0.5%	6	-3	3%[38.3 µM]	-2%	-12%	-24%	-33%
COc1ccccc1NC(=O)c1nnn(Cc2ccccc2)c1NC(C)=O	1%	-1.5%	-9	-9	-5%	6%	-4%	-4%	-13%
Cc1sc2nc(C)n(/N=C/c3ccc(O)cc3)c(=O)c2c1C	-17%	1.2%	0	0	-12%	-6%	-2%	0%	-8%
COc1cccc(CNC(=O)c2ccc(Cl)c(NC3=NC4CS(=O)(=O)CC4S3)c2)c1 (configuration not stated)	-14%	-0.5%	-3	-4	-7%	1%	0%	0%	-21%
O=C(CC1CCCCC1)NCCCN1CCOCC1	0%	-0.7%	-3	5	-5%	4%[57.1 µM]	-3%	-1%	-5%
Cc1ccc2scc(N3CCN(c4ccc(F)cc4)CC3)c(=O)c2c1	1%	0.4%	2	0	17%	-3%[57.1 µM]	0%	0%	-14%
CCN(CC)c1ccc(/C=N/NC(=O)CNC(=O)C2COc3ccccc3O2)c(O)c1 (configuration not stated)	-9%	0.1%	4	-2	2%	1%[57.1 µM]	2%	-8%	-21%
COc1ccccc1-n1c(=O)c(C#N)c(-c2ccc([N+](=O)[O-])cc2)c2cc(C(=O)c3ccccc3O)cnc21	-5%	?	-2	0	3%	-2%	1%	2%	-12%
COc1cccc(-c2ncc3ccccc3c2COC(=O)CCCC(=O)O)c1	7%	0.8%	1	11	11%	3%	-7%	0%	-31%
c1ccc(-c2ccccc2OCCN2CCCCC2)cc1	5%	5.7%	-15	-3	2%	-5%	0%	2%	-20%
C(=C\c1nc(N2CCCCCC2)c2ccccc2n1)/c1ccccc1	?	-1.9%	-2	1	-17%	19%	0%	-1%	-17%
NC1CCCCC1N=Cc1c(O)n(CCc2ccc(F)cc2)c(=O)[nH]c1=O (configuration not stated)	-6%	1.0%	4	0	7%	-1%	-4%	0%	-20%

Some entries already given, showing only TrxR1 substrate and Vif-A3G inh:
canonical_smiles	TrxR1 substrate	Vif-A3G inh
C(=C\c1nc(N2CCCCCC2)c2ccccc2n1)/c1ccccc1	19%	-1%
c1ccc(-c2ccccc2OCCN2CCCCC2)cc1	-5%	2%

Among those listed so far, six contain two or more sulfur atoms.
SMILES	Vif-A3F inh	RXFP1 ag	LDHA inh	PI4K2A inh	IDH1 R132H inh	TrxR1 substrate	GRP78 ERSR act	Vif-A3G inh	USP1-UAF1 inh
CC(=O)N1CCN(C2=NC(=O)/C(=C\c3cccs3)S2)CC1	-17%	-0.7%	-10	-4	18%	-9%	9%	3%	-32%
CC1(NC(=O)CSc2nnc(-c3ccco3)n2Cc2ccccc2)CCS(=O)(=O)C1 (configuration not stated)	-5%	-0.6%	-4	-4	7%	0%	-4%	0%	1%
O=C(OCc1cc(=O)n2nc(-c3cccs3)sc2n1)c1ccc(F)cc1	1%	25%	-3	-21	-2%	-1%[57.1 µM]	1%	-6%	?
Cc1ccc(S(=O)(=O)NC(C)(C)CSc2nncn2C)cc1	-4%	-0.8%	-2	11	1%	5%[57.1 µM]	-1%	-1%	-9%
O=C(CSC1=NCCS1)N1CCc2ccccc21	5%	1.3%	-10	-6	3%	4%[57.1 µM]	-4%	0%	-11%
COc1cccc(CNC(=O)c2ccc(Cl)c(NC3=NC4CS(=O)(=O)CC4S3)c2)c1 (configuration not stated)	-14%	-0.5%	-3	-4	-7%	1%	0%	0%	-21%

Bioassay records: PubChem BioAssay, National Center for Advancing Translational Sciences (NCATS)

Some of the compounds tested; the hit share may differ from the screen's.
